Bioassay records deposited in PubChem by several laboratories.
ANO1 block – TMEM16A chloride channel inhibitors, primary screen, cell-based, HTS; HEK293 TMEM16A/YFP iodide influx fluorescence, ionomycin; 310,000 compounds, 1.2% hits; normalized B-score (activity score, 25-100; higher = stronger inhibition) at 10 µM; Anoctamin-1 (Mus musculus), Q8BHY3;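 active = ratio plate-corrected score three or more library SD toward inhibition, starting fluorescence score within five deviations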;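 also: score derived from kinetic fluorescence span divided by baseline fluorescence per well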
SKKanGAS inh – S. pyogenes SKKanGAS growth inhibitors in kanamycin, primary screen, streptokinase expression inhibitor project, SKKanGAS strain, BacTiter-Glo luminescence. 300,000 compounds, 1.3% hits. AID 1662, 2009. inhibition, % at 7.5 µM. 6 h;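 active = mean replicate score, as percent of positive control median, at least 50; inconclusive = mean below 50 but one replicate at or above 50; inactive = mean and every replicate below 50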;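 also: strain carries kanamycin resistance gene driven by streptokinase promoter and grows in 40 µg/ml kanamycin; loss of luminescence reflects streptokinase promoter inhibition or plain growth inhibition; 0% = median of DMSO wells and 100% = positive control at its reference dose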
KCNK3 inh – human KCNK3 channel inhibitors, primary screen, CHO cells, FluxOR thallium flux, B-score; FluxOR fluorescence; active compounds read low; 340,000 compounds, 0.84% hits; Potassium channel subfamily K member 3 (Homo sapiens), O14649; B-score at 10 µM;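 active = B-score under library mean minus 4 SD, starting fluorescence ratio at most library mean plus 5 SD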;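 also: more negative B-score means stronger inhibition of thallium flux through KCNK3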
ANO1 activ – TMEM16A chloride channel activators or potentiators, primary screen, cell-based, HTS. HEK293 TMEM16A/YFP-H148Q/I152L, iodide quench fluorescence; active compounds read low. 340,000 compounds, 0.3% hits. B-score at 10 µM;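 active = fluorescence-ratio B-score plate-corrected deviation score at least 3 library SD below zero, with starting fluorescence score within 5 deviations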;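 also: channel opened by trigger with iodide after compound preincubation; score built on the fluorescence ratio of max minus min over baseline; more negative score means more quench and so TMEM16A activation or potentiation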
KCNK9 inh – KCNK9 potassium channel inhibitors, primary screen, HEK293 cells, thallium flux; FluxOR thallium flux fluorescence; active compounds read low; B-score at 10 µM; 310,000 compounds, 1.2% hits;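 active = ratio B-score over 3 SD below the library mean, with starting fluorescence within 5 SD of its mean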;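 also: negative B-score means less thallium flux so channel inhibition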
KCNQ1 pot – potentiators or activators of KCNQ1 channel, primary screen, cell-based, thallium flux, high-throughput; Potassium voltage-gated channel subfamily KQT member 1 (Homo sapiens), P51787; CHO-K1 KCNQ1, thallium flux FluxOR fluorescence; active compounds read high; B-score at 10 µM; 310,000 compounds, 0.35% hits;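 active = fluorescence ratio B-score, a plate-corrected score, at least three library SD, with initial intensity B-score within 5 SD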
Target sequence (P51787 whole entry, looked up): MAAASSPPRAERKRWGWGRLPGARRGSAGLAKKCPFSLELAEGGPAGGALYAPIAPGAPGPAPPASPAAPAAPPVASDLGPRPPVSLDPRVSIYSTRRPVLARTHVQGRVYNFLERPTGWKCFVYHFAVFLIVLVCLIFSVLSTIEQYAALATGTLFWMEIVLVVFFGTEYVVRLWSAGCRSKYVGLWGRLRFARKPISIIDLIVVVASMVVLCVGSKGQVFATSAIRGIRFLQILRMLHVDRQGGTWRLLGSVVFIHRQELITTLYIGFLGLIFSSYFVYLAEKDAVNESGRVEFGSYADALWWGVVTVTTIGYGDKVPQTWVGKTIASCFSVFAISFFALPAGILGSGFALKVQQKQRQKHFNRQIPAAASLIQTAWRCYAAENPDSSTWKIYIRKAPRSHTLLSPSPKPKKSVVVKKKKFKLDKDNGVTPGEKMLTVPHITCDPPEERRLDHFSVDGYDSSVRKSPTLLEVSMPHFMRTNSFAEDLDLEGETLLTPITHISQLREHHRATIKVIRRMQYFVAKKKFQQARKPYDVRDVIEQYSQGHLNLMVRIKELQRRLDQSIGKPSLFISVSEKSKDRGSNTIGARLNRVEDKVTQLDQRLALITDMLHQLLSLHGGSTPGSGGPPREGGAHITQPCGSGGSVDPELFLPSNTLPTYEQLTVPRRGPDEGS
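assay system = KCNQ1-transfected CHO-K1 cells | medium = assay buffer with matched DMSO | probe or stimulus = depolarizing K+/Tl+ stimulus, K2SO4 and Tl2SO4 each 12.5 mM in 5x stock | dosing = single dose | incubation = dye 90 min, compound 20 min, room temperature | detection = kinetic FluxOR fluorescence, 10 s baseline plus 110 s post-stimulus | evaluation = ratio B score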
RGS4 inh – RGS4 inhibitors, primary screen, cell-based, HEK293 M3R inducible RGS4, calcium flux. Fluo-4 calcium flux; active compounds read high; triggered by carbachol at its EC20. B-score at 10 µM. 310,000 compounds, 0.45% hits. AID 463165, 2010;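 active = B-score, a plate-corrected calcium signal, over three deviations above library mean, with baseline fluorescence within five deviations of library mean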;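 also: RGS4 expression induced by doxycycline in cells with stable M3 receptor; B-score is computed from the integrated fluorescence ratio over baseline after carbachol; higher B-score means a larger calcium signal and so more RGS4 inhibition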
Target sequence (P49798 whole entry, looked up): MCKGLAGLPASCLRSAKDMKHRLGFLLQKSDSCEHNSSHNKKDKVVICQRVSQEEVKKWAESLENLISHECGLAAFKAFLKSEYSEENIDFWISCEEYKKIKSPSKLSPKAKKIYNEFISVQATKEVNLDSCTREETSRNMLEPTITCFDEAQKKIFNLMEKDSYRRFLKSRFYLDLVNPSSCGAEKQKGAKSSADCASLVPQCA
hERG rescue – hERG rescue from dofetilide block, primary screen, cell-based, CHO-hERG, FluxOR thallium flux, dofetilide IC70; activation (rescue from dofetilide block), less the hit threshold, % at 10 µM; AID 1511, 2009; Voltage-gated inwardly rectifying potassium channel KCNH2 (Homo sapiens), Q12809; dofetilide IC70 present; 310,000 compounds, 0.51% hits;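 active = activation above the mean of controls blocked by dofetilide plus 5 SD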;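 also: thallium influx through hERG after potassium depolarization seen as dye fluorescence rise; in these data hits start at about 4.7%; inactives centre near -7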
HDAC3 inhib – HDAC3 deacetylase inhibitors, primary screen, biochemical, fluorescence, cell-free homogeneous | 320,000 compounds, 0.15% hits | inhibition, % at 8.3 µM | Histone deacetylase 3 (Homo sapiens), O15379 | recombinant HDAC3, fluorogenic peptide/trypsin coupled; in the data active = inhibition above about 26%, passing the limit was not always enough; inconclusive = no clear call, values can overlap the other calls
KCNQ1 block – inhibitors of human KCNQ1 channel, primary screen, cell-based, thallium flux, high-throughput; Potassium voltage-gated channel subfamily KQT member 1 (Homo sapiens), P51787; CHO-K1 KCNQ1, FluxOR thallium flux fluorescence; active compounds read high; B-score at 10 µM; 310,000 compounds, 1.3% hits;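 active = compounds whose thallium flux B-score, printed positive for inhibition, exceeds three library SD while starting fluorescence stays within three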;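 also: channel opened by potassium depolarization with thallium stimulus after 20 min compound exposure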
RGS4 act – RGS4 potentiators or activators, primary screen, cell-based, HEK293 M3R inducible RGS4, calcium flux; carbachol calcium flux Fluo4; active compounds read low; B-score at 10 µM; 310,000 compounds, 0.92% hits; AID 463111, 2010;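 active = B-score of the integrated calcium signal more than 4 SD below the library mean, with starting fluorescence not abnormally high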;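 also: negative B-score means reduced calcium response which marks RGS4 activation or potentiation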
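Material: M3R-expressing HEK293 line, RGS4 induced by doxycycline | Schedule: Overnight RGS4 induction, 30 min dye load 37 °C, 20 min compound RT | Measured by: Fluo4 fluorescence kinetic imaging of calcium | Read-out: Integrated calcium ratio converted to B score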
Active calls of the source: *; i = inactive; u = inconclusive; x = not tested or not shown.

structure | ANO1 block | SKKanGAS inh | KCNK3 inh | ANO1 activ | KCNK9 inh | KCNQ1 pot | RGS4 inh | hERG rescue | HDAC3 inhib | KCNQ1 block | RGS4 act
COc1ccc(C)cc1-n1c(SCC(=O)Nc2cc(C)on2)nc2ccccc2c1=O | i | 1 | i | i | i | i | i | -10 | -10 | i | i
Cc1ccc(S(=O)(=O)C2(C(=O)N3CCCCCC3)CC2)cc1 | i | -10 | i | i | i | i | i | -6 | -3 | i | i
Cc1ccc(NC(=O)COc2ccc(N3CC(C(N)=O)CC3=O)cc2)c(C)c1 (stereo not given) | i | 12 | i | i | i | i | i | -5 | 5 | i | i
O=c1c2ccccc2sc2ccc(NCCCN3CCOCC3)cc12 | i | -5 | i | i | i | i | i | -21 | 6 | i | i
NS(=O)(=O)c1ccc(CCNC(=O)c2cccnc2)cc1 | i | 2 | i | i | i | i | i | -8 | -4 | i | i
O=C(c1ccc(S(=O)(=O)c2ccccc2)cc1)N1CCc2ccccc2C1 | i | 0 | i | i | i | i | i | -4 | 4 | i | i
Cc1n[nH]c(C)c1NC(=O)c1cc([N+](=O)[O-])ccc1Cl | i | -1 | i | i | i | i | i | -11 | -9 | i | i
COC(=O)c1ccc(Cl)c(NC(=O)CSc2ncn[nH]2)c1 | i | -1 | i | i | i | i | i | -3 | -2 | i | i
O=C(/C=C/c1ccco1)NCCc1ccc(F)cc1 | i | 0 | i | i | i | i | i | -2 | -3 | i | i
Cc1nc2nc(-c3ccc(Cl)cc3)cn2nc1C | i | 7 | i | i | i | i | i | -3 | 4 | i | i
CCOc1ccc(-c2nnn(CC#N)n2)cc1OC | i | -2 | i | i | i | i | i | -1 | -6 | i | i
Cc1ccc2cc(C)c3nnc(SCC(=O)N4CCCc5ccccc54)n3c2c1C | i | 0 | x | x | i | i | i | -15 | 4 | i | i
O=C(CNCCc1ccc(Cl)cc1Cl)NCc1ccco1 | i | 3 | i | i | i | i | i | -2 | -6 | i | i
CSc1cccc(CN2CCC(n3nccc3NC(=O)C3CC3)CC2)c1 | i | 2 | i | i | i | i | i | -11 | x | i | i
O=S(=O)(Cc1ccccc1)NCc1ccccn1 | i | 7 | i | i | i | i | i | -5 | -8 | i | i
Cn1c(SCC(=O)NCCc2ccccc2)ncc(C(=O)Nc2ccc(F)cc2)c1=O | i | -3 | i | i | i | i | i | -12 | 2 | i | i
COCCN(C(=O)CSc1n[nH]c(-c2ccccc2)n1)c1c(N)n(Cc2ccccc2)c(=O)[nH]c1=O | i | -2 | i | i | i | i | i | -12 | 1 | i | i
Cc1c(Cl)c([N+](=O)[O-])nn1Cc1ccc(C(=O)N/N=C\c2cc(Cl)ccc2O)o1 | i | 96* | i | i | i | i | i | -3 | -6 | i | i
CCCn1c(=O)c(C(=O)NNC(=O)c2ccccc2[N+](=O)[O-])c(O)c2ccccc21 | i | 17 | i | i | i | i | i | -13 | 3 | i | i
C=CCSC1=Nc2sccc2C2=NC(=O)CN12 | i | -2 | i | i | i | i | i | -12 | 2 | i | i
Cc1cccc2sc(NNC(=O)c3ccc(S(=O)(=O)N4CC(C)CC(C)C4)cc3)nc12 (stereo not given) | 25* | 92* | i | i | i | i | 6.5* | -4 | 9 | 6* | i
Cc1cc(C)c(S(=O)(=O)NCc2nc3nc(C)cc(C)n3n2)c(C)c1 | i | -3 | i | i | i | i | i | -6 | -1 | i | i
Cc1ccccc1NC(=S)N1CCCN(Cc2ccc(F)cc2)C1 | i | -1 | i | i | i | i | i | -10 | -7 | i | i
O=C(NN1C(=O)/C(=C/c2cc([N+](=O)[O-])ccc2O)SC1=S)c1ccccc1O | i | -13 | x | x | i | i | i | -22 | -4 | i | i
CC(=O)OC(C(=O)NC1CCCCC1)c1cccc(F)c1 (stereo not given) | i | 8 | i | i | i | i | i | -21 | -4 | i | i
CCOC(=O)C1=C(C)NC(C)=C(C(=O)OCC)C1c1ccc(C)o1 | i | -8 | i | i | i | i | i | -3 | -11 | i | i
NNC(=O)c1cnn(Cc2ccccc2)c1N | i | -2 | i | i | i | i | i | -5 | 1 | i | i
O=[N+]([O-])c1cccc(/C([O-])=C(/C(=S)Nc2ccccc2F)[n+]2ccccc2)c1 | i | 1 | i | i | i | i | i | -2 | -3 | i | i
Cn1c(SCC(=O)c2ccc(F)cc2)nnc1-c1ccccn1 | i | -4 | i | i | i | i | i | -12 | 6 | i | i
CCCCCCCCCC[N+](C)(C)CC/C=C1/c2ccccc2Sc2ccc(Cl)cc21 | i | 95* | i | i | -13* | i | i | -14 | 35* | i | i

Part of the list above, with each value named:
Cc1nc2nc(-c3ccc(Cl)cc3)cn2nc1C
  ANO1 block: i | SKKanGAS inh: 7 | KCNK3 inh: i | ANO1 activ: i | KCNK9 inh: i | KCNQ1 pot: i | RGS4 inh: i | hERG rescue: -3 | HDAC3 inhib: 4 | KCNQ1 block: i | RGS4 act: i

CCOc1ccc(-c2nnn(CC#N)n2)cc1OC
  ANO1 block: i | SKKanGAS inh: -2 | KCNK3 inh: i | ANO1 activ: i | KCNK9 inh: i | KCNQ1 pot: i | RGS4 inh: i | hERG rescue: -1 | HDAC3 inhib: -6 | KCNQ1 block: i | RGS4 act: i

The listing picks up; the 2 compounds before the break are reprinted first.
structure | ANO1 block | SKKanGAS inh | KCNK3 inh | ANO1 activ | KCNK9 inh | KCNQ1 pot | RGS4 inh | hERG rescue | HDAC3 inhib | KCNQ1 block | RGS4 act
Cn1c(SCC(=O)c2ccc(F)cc2)nnc1-c1ccccn1 | i | -4 | i | i | i | i | i | -12 | 6 | i | i
CCCCCCCCCC[N+](C)(C)CC/C=C1/c2ccccc2Sc2ccc(Cl)cc21 | i | 95* | i | i | -13* | i | i | -14 | 35* | i | i
CCOC(=O)c1oc2c(CN3CCN(C)CC3)c(O)ccc2c(=O)c1-c1ccc(Br)cc1 | i | -10 | i | i | i | i | i | -6 | -2 | i | i
COc1ccc(C(=O)Nc2ccc3c(c2)n(C)c(=O)n3C)cc1OC | i | 0 | i | i | i | i | i | -8 | 6 | i | i
O=C(CN1CC(c2ccccc2)CC1=O)Nc1ccc2c(c1)OCO2 (stereo not given) | i | -15 | i | i | i | i | i | -11 | 2 | i | i
CCCOC(=O)c1[nH]c2c(c1C)C(=O)CC(c1cccs1)C2 (stereo not given) | i | 0 | i | i | i | i | i | -16 | 7 | i | i
COc1ccc(/C=C2\SC(=S)N(CCCC(=O)NNC(=O)c3ccccc3O)C2=O)cc1 | i | 29 | i | i | i | i | i | -11 | 1 | i | i
Cc1ccc(S(=O)(=O)N(C)C)cc1NC(=O)COC(=O)CNC(=O)C12CC3CC(CC(C3)C1)C2 | i | -2 | i | i | i | i | i | -14 | 5 | i | i
CCCCn1c(N)c(N(CCOC)C(=O)c2c(-c3ccccc3)noc2C)c(=O)[nH]c1=O | i | 1 | i | i | i | i | i | -17 | 0 | i | i
Cc1ccc(C(=O)NCC(=O)OCC(=O)c2ccc3c(c2)OCCO3)cc1C | i | -4 | i | i | i | i | i | -6 | 5 | i | i
O=C(Nc1ccc(O)cc1)c1cccc(Oc2ccc([N+](=O)[O-])cc2)c1 | i | 11 | i | i | i | i | i | -10 | 5 | i | i
CC[C@]12CCCN3CCc4c(n(c5ccccc45)C(=O)C1)C32 (stereo not given in full) | i | -3 | x | x | i | i | i | -8 | -2 | i | i
CSc1ccc(CN2CCC(CO)(Cc3ccc(Cl)cc3)CC2)cc1 | i | -3 | i | i | i | i | i | -15 | 1 | i | i
CCOC(=O)c1ccc(NC(=O)N2CCc3ccccc3C2)cc1 | i | 5 | i | i | i | i | i | -19 | 0 | i | -8.9*
Cc1ccc(-c2cc(C(=O)Nc3cc(C)ccc3C)[nH]n2)c(O)c1 | i | 3 | i | i | i | i | i | -7 | -1 | i | i
O=C(/C=C\c1ccccc1)Nc1nccs1 | i | -5 | i | i | i | i | i | -9 | 3 | i | i
CC(C)OP(=O)(OC(C)C)C(Nc1ccccc1)c1ccc2c(c1)OCO2 (stereo not given) | i | -1 | i | i | i | i | i | -8 | -3 | i | i
CCc1cccc(C)c1NC(=O)c1cc(C)oc1C | i | 1 | i | i | i | i | i | -11 | 4 | i | i
CCCCNC(=O)c1sc(=S)n2c1[nH]c(=O)c1ccccc12 | 100* | 54* | i | i | i | i | i | -31 | 1 | i | i
CCCc1cc(=O)[nH]c2nnc(SCC(=O)Nc3nnc(SCC)s3)n12 | i | 15 | i | i | i | i | i | -4 | x | i | i
Cc1cc(NC(=O)c2cc3ccccc3o2)cc(C)c1OCC(=O)N1CCOCC1 | i | -10 | i | i | i | i | i | -3 | 8 | i | i
Cc1ccc2nc(-c3ccccc3)cc(C(=O)N3CCc4ccccc4C3)c2c1 | i | 6 | i | i | i | i | i | -7 | 13 | 7* | i
Cc1nc(Nc2ccccc2)sc1C(=O)c1ccc(F)cc1 | i | 1 | i | i | i | i | i | -12 | 1 | i | i
O=C(CSc1ccc(-c2ccco2)nn1)NCc1ccc(F)cc1 | i | -3 | i | i | i | i | i | -6 | 1 | i | i
N=C1C(c2nc(-c3ccc(Cl)cc3)cs2)=C(O)CN1NC(=O)c1ccc(O)cc1 | i | -11 | i | i | i | i | i | -4 | -5 | i | i
COc1cccc(C(=O)NC2=NCCS2)c1OC | i | 0 | i | i | i | i | i | -11 | u | i | i
O=C(Nc1c(C(=O)N2CCOCC2)cnn1-c1ccccc1)c1cccc(F)c1 | i | -3 | i | i | i | i | i | -12 | 0 | i | i
O=C(NCc1ccccn1)c1ccc(-c2ccccc2)cc1 | i | -3 | i | i | i | i | i | -11 | 5 | i | i
